From PubChem
TNAP act hi DEA = TNAP (human) activation, high acceptor; purified TNAP, CDP-star luminescence, 1 M DEA, 30 min; active compounds read high; 0 = EDTA background, 1 = DMSO-only activity; activation factor at 20 µM; AID 1136; 200,000 tested, under 10 active; P05186;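 active = activation factor at least 2 at 20 µM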
Target sequence (P05186 whole entry, looked up): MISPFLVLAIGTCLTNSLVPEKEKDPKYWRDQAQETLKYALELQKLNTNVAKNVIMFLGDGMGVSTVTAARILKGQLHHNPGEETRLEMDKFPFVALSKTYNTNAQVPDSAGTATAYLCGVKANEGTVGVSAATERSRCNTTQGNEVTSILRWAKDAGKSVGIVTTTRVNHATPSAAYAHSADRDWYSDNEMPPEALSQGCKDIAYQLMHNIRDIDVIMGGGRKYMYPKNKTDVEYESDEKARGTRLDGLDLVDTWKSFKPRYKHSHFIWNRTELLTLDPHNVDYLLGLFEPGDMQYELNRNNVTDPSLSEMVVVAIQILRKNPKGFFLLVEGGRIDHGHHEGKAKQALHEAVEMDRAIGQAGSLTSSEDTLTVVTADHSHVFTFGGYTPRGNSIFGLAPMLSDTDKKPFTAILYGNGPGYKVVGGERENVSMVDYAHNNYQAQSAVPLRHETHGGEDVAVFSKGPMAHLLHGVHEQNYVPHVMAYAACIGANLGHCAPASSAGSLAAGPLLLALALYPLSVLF
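system = human TNAP | amount = enzyme diluted 1/800 final | reagent = 100 µM CDP-star substrate | signal = luminescent substrate turnover signal | dosing = one dose, 20 µM | benchmarks = EDTA negative control, DMSO positive control | measure = activation factor | timing = 30 min reaction, room temperature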
ROMK primary = human ROMK K+ channel modulation, primary screen | P48048 | Tet-inducible ROMK, thallium flux fluorescence; actives lie on both sides | B-score at 10 µM | hit rate 2% among 130,000 | AID 1918;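 active = signal ratio slope over the read window, or its plate-corrected B-score, at least 3 SD from the plate mean, either direction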;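 note: B-score of the F/F0 ratio slope over 7 to 12 s after thallium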
Target sequence (P48048 whole entry, looked up): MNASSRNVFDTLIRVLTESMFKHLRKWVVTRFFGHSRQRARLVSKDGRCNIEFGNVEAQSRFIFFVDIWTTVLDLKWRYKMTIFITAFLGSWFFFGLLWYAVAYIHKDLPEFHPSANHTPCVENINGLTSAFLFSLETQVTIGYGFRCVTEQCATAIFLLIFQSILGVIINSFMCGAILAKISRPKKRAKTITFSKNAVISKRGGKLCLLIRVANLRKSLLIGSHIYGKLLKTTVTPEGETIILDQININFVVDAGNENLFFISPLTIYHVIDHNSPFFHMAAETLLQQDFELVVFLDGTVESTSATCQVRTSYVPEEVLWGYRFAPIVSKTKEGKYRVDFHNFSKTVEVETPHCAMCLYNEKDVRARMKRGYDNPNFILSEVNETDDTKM
PPARg SRC1 recr = PPARgamma-driven SRC-1 recruitment agonism. P37231. PPARgamma-SRC-1 coactivator recruitment biochemical assay. hit rate 0.41% among 200,000. AID 631. activation, % at 8 µM; in the data active = activation above about 19%;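 note: 0% = DMSO and 100% = reference agonist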
STAT3 act = STAT3 signaling activation. activation (% of control), % at 5.6 µM. hit rate 0.91% among 190,000. U3A cells, IL-6 STAT3-luciferase reporter, luminescence; 100% = signal with IL-6 EC80 alone;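 active = activation above the screen-wide mean of compound activation plus 3 SD, cut at about 130% in these data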;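 note: 0% = background luminescence of wells with medium and substrate only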
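Test system: Human STAT1-deficient U3A cells with stable STAT3-luciferase reporter | Also added: Interleukin-6, 33 ng/mL | Timing: Compound pre-incubation 1 h before IL-6, then 6 h stimulation at 37 °C | Technique: Luciferase reporter luminescence | Read-out: Percent of IL-6-only median luminescence | Benchmarks: IL-6-only wells as 100% reference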
STAT3 blocker = reduces IL-6 driven STAT3 reporter signal. U3A cells, IL-6 STAT3-luciferase reporter, luminescence; host cell line lacks STAT1. inhibition, % at 5.5 µM. hit rate 0.89% among 190,000. AID 862;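 active = inhibition above the mean inhibition across all screened compounds plus 3 SD, cut at about 44% in these data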;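 note: 0% = DMSO only wells and 100% = 100 µM nifuroxazide control wells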
bIAP inh = intestinal alkaline phosphatase (bovine) inhibition. inhibition, % at 20 µM. 190,000 tested, under 10 active. purified bovine IAP, CDP-star luminescence, 30 min;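 active = over 50% inhibition of intestinal alkaline phosphatase at 20 µM in the single-dose screen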
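Assay system – bovine IAP enzyme · Quantity – bovine IAP at 1/65,000,000 final dilution · Detection – CDP-star luminescence signal · Times – 30 min reaction at room temperature · Also added – CDP-star substrate at 30 µM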
bIAP activator = intestinal alkaline phosphatase (bovine) activation; purified bovine IAP, CDP-star luminescence, 30 min; active compounds read high; fold of DMSO-control signal, blank-subtracted; AID 1016; hit rate 0.17% among 200,000; activation factor at 20 µM;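 active = activation factor of 2 or more at 20 µM, a signal rise over negative controls twice the positive control's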
PPARg SRC-2 ag = PPARgamma-driven SRC-2 recruitment agonism. hit rate 0.34% among 200,000. activation, % at 8 µM. PPARgamma LBD-SRC-2 recruitment, biochemical. P37231; in the data active = activation above about 22%;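 note: 0% = vehicle and 100% = reference agonist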
STAT1 blocker = reduces IFN-gamma driven STAT1 reporter signal | NIH 3T3 STAT1-luciferase reporter, luminescence | inhibition, % at 5.5 µM | hit rate 0.35% among 200,000 | AID 920;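 active = inhibition above a set limit, the mean inhibition across all tested compounds plus 3 SD, cut at about 34% in these data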;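 note: 0% = IFN-gamma with DMSO and 100% = IFN-gamma with 300 µM nifuroxazide; values of inactives mirror those of a sister screen read the other way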
PPARg SRC3 recr = promotes SRC-3 coactivator recruitment by human PPARgamma; P37231; biochemical PPARgamma/SRC-3 coactivator recruitment assay; activation, % at 8 µM; hit rate 0.26% among 200,000; in the data active = activation above about 23%;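 note: 0% = DMSO and 100% = reference agonist; some compounds past the cut are filed as inactive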
SRC2 TRFRET art = TR-FRET artefact, counter-screen to PPARgamma/SRC-2 agonist assay | active compounds read high | TR-FRET ratio at 8 µM | hit rate 0.4% among 200,000 | AID 1049; in the data active = TR-FRET ratio above about 2000; note: inactives centre near 1500
* marks the source's active call; other numbers are inactive results; nt = not tested or not shown. Compounds were not picked by outcome. Share with any hit: about 3.7%.

SMILES	TNAP act hi DEA	ROMK primary	PPARg SRC1 recr	STAT3 act	STAT3 blocker	bIAP inh	bIAP activator	PPARg SRC-2 ag	STAT1 blocker	PPARg SRC3 recr	SRC2 TRFRET art
CCc1ccc(Sc2cc(C(=O)NCCN3CCOCC3)c3ccccc3n2)cc1	1	nt	-10	97	4	30	0.7	1	11	6	1563
Cc1cc(Nc2cc(F)ccc2C)n2nc(C)nc2n1	1.1	0.18	-7	100	0	-8	1.1	-4	-5	-1	1255
CCN(CC)CCNc1nc2ccccc2n1C	1	nt	-6	99	5	5	1	0	3	-3	1285
Cc1ccc(Cn2nnnc2CN2CCC(NC(=O)c3ccccc3F)CC2)cc1	1.1	nt	12	105	-2	-1	1	2	-5	5	1605
Cc1ccc(N(C)S(=O)(=O)c2cccc(C(=O)Oc3ccc4c(C)cc(=O)oc4c3)c2)cc1	1	1.1	-6	103	6	-1	1	1	3	-1	1523
CCCn1nc(C(=O)OCn2nnc3ccccc3c2=O)c2ccccc2c1=O	1.1	1.5	-4	101	0	-6	1.1	1	7	0	1614
Cc1ccccc1C(=O)OCn1nnc2ccccc2c1=O	1	nt	-1	94	7	16	0.8	5	4	3	1525
NC(N)=Nc1nc(CSCC/C(N)=N/S(N)(=O)=O)cs1	1	nt	22*	97	6	-8	1.1	7	7	6	1766
Cc1ccc2cc(CN(CC3CCCO3)C(=S)NCc3ccco3)c(=O)[nH]c2c1C (centres undefined)	1	nt	-5	105	-4	-2	1	-2	-3	2	1646
Cc1[nH]c2ccccc2c1C(=O)CN1C(=O)C(=O)N(C2CCCC2)C1=O	1	-0.1	8	97	8	-19	1.2	-1	3	1	1527
Cc1cc2nc(-c3ccc(SCc4ccc(C#N)cc4)nc3)[nH]c2cc1C	1	0.56	5	91	19	20	0.8	12	-2	10	2209*
Cc1cc(N)ccc1-n1c(C)ccc1C	1	0.3	12	112	-9	8	0.9	17	2	14	1887
O=c1cnnc(Nc2cccc(F)c2)[nH]1	1	0.57	4	142*	-51	8	0.9	-8	2	6	1654
CC(C)CN1C(=O)C(=O)N(CC(=O)N2CCC(Cc3ccccc3)CC2)C1=O	1	-1.1	-1	105	0	-14	1.1	-7	-3	-2	1485
COc1ccccc1N1CCN(C2CCCC(C)C2)CC1 (centres undefined)	1.1	-1.8	4	96	10	10	0.9	7	-7	-4	1509
CCc1cc2c(CN3CCN(CCO)CC3)cc(=O)oc2cc1O	1.1	nt	-6	103	-1	-10	1.1	-3	-6	-5	1406
Cc1ccc(SC/C(O)=C(\C#N)c2nc3ccccc3n2C)cc1	1	nt	-1	91	20	15	0.8	0	-7	-5	1533
CC(=O)N=c1n(C)c2ccccc2n1CCOc1ccccc1	1.1	-0.26	4	92	14	16	0.8	6	-7	1	1537
CC(C)N1C(=S)SC(C)(C)C1NO (centres undefined)	1	nt	3	99	7	-112	2.1*	-2	-11	2	1416
O=c1cc(CN2CCC(Cc3ccccc3)CC2)nc2sccn12	1	1	3	103	8	-3	1	8	1	8	1600
CCOC(=O)Cn1nc(C)n(-c2ccc(C(C)C)cc2)c1=O	1	nt	-2	90	22	-1	1	13	2	3	1724
O=C1c2ccccc2CCC12N=NCC2c1ccccc1 (centres undefined)	1.1	nt	6	121	-22	5	0.9	6	0	13	1439
COc1ccc2[nH]cc(CC(=O)O)c2c1	1	-1.3	-1	100	12	-27	1.3	6	0	4	1515
CCN1c2ccccc2NC2C1C(C(C)=O)C(=O)N2c1ccc(Cl)cc1 (centres undefined)	1	-0.53	8	120	-21	0	1	1	2	-3	1524
COc1ccc2[nH]c(=O)c(CN(CC3CCCO3)C(=O)Nc3ccccc3OC)cc2c1 (centres undefined)	1	nt	0	111	-6	-3	1	1	-7	-6	1505
Cc1cc(C)c2cc(C#N)c(NCCCNC(=O)CCC(=O)O)nc2c1	1	nt	-3	104	1	1	1	1	-8	2	1434
COc1ccccc1CNC(=O)COC(=O)c1ccc(Cl)c(N)c1	1.1	0.36	2	98	8	-3	1	12	-6	4	1591
O=C(C1Cc2ccccc2CN1S(=O)(=O)c1ccc(F)cc1)N1CCOCC1 (centres undefined)	1	-0.014	9	105	0	-8	1.1	0	2	9	1546
O=C(COc1ccccc1)Nc1ccc2c(c1)C(=O)N(CC1CCCO1)C2=O (centres undefined)	1	0.00053	-2	105	-1	5	0.9	8	-2	0	1460
O=C(NCCc1c[nH]c2ccccc12)C1CCN(S(=O)(=O)c2ccccc2F)CC1	1	-0.83	5	101	1	-9	1.1	-7	2	-1	1607

An excerpt from above, showing only bIAP inh, bIAP activator and STAT1 blocker:
Structure	bIAP inh	bIAP activator	STAT1 blocker
COc1ccccc1CNC(=O)COC(=O)c1ccc(Cl)c(N)c1	-3	1	-6
O=C(C1Cc2ccccc2CN1S(=O)(=O)c1ccc(F)cc1)N1CCOCC1 (centres undefined)	-8	1.1	2
O=C(COc1ccccc1)Nc1ccc2c(c1)C(=O)N(CC1CCCO1)C2=O (centres undefined)	5	0.9	-2

(next part)
SMILES	TNAP act hi DEA	ROMK primary	PPARg SRC1 recr	STAT3 act	STAT3 blocker	bIAP inh	bIAP activator	PPARg SRC-2 ag	STAT1 blocker	PPARg SRC3 recr	SRC2 TRFRET art
O=C(O)CCC(NC(=O)C1CCCN1C(=O)OCc1ccccc1)C(=O)O (centres undefined)	1	1.5*	-4	98	5	-10	1.1	-5	-7	-1	1575
Cc1sc(NC(=O)c2ccc(OCC(C)C)cc2)c(C(N)=O)c1-c1ccc(Cl)cc1Cl	1.1	0.77	2	99	9	2	1	11	-1	7	1736
COc1ccc(NS(=O)(=O)c2ccc(NC(=S)NC(=O)CC(C)C)cc2)cc1	1	-0.046	-1	102	4	7	0.9	2	0	7	1471
CCCCOC(=O)CN1C(=O)c2ccc(C(=O)OCCCC)cc2C1=O	1	0.73	-2	99	1	5	0.9	0	-1	-7	1403
COC(=O)c1cc(-c2ccccc2)on1	1	nt	5	104	-1	11	0.9	2	-11	8	1378
CCOc1ccc(C(=O)NCC(=O)OCc2c(C)noc2C)cc1	1	-0.57	-5	105	-3	13	0.9	-7	-5	-4	1308
Cc1cc(NC(=O)CCN2CCC(C(N)=O)CC2)ccc1Br	1.1	-0.14	2	100	2	-9	1.1	3	-2	14	1740
CCCn1c(C(=O)OC)cc2c1ccn2-c1ccc(F)cc1	1.1	nt	2	85	21	14	0.9	4	-4	4	1405
COc1ccc(N2CCN(S(=O)(=O)c3cccc4nsnc34)CC2)cc1	1	-0.75	1	92	15	10	0.9	10	-4	-4	1522
O=C(OC(C(=O)NCc1cccs1)c1ccccc1Cl)c1ccco1 (centres undefined)	1.1	-0.95	3	102	2	10	0.9	9	1	-3	1707
O=c1cc(-c2ccc(F)cc2)oc2ccccc12	nt	nt	-1	97	8	nt	nt	0	-37	11	1605
CCOC(=O)C(=O)Nc1nnc(C2CCCCC2)s1	1	1.9	-1	102	4	-9	1.1	7	-6	-4	1305
CCCc1cc(-n2ccnc2)n2c(nc3ccccc32)c1C#N	1.1	nt	0	98	6	1	1	1	-3	9	1540
N#CC1=C(N)SC(N)=C(C#N)C1C1C=CCCC1 (centres undefined)	1	nt	-1	115	-16	10	0.9	-3	4	-7	1529
COc1ccc(C(=O)CSc2nnc(-c3cnccn3)n2Cc2ccco2)cc1	1.1	nt	4	87	18	5	1	9	11	17	1624
O=C(/C=C/c1ccc(Br)o1)NCc1ccccc1	1	-0.71	2	110	-4	-1	1	0	0	1	1552
COc1cc(/C=C/c2ccc3cccc(OC)c3n2)c(O)c([N+](=O)[O-])c1	0.6	-0.25	0	93	13	29	0.7	-1	-2	0	1470
O=C1N(c2ccc(Cl)c(Cl)c2)CN(Cc2ccccc2)CN1n1cnnc1	1	1.5	2	96	9	10	0.9	-3	8	2	1623
Cc1ccc(C2CC(=O)Nc3sc(C(N)=O)c(N)c32)cc1 (centres undefined)	1.1	nt	-4	98	6	9	0.9	1	-4	14	1418
CC(NC(=O)CC(c1ccccc1)c1cc(Cl)ccc1O)c1ccccc1 (centres undefined)	1.1	0.49	3	114	-14	5	1	-13	10	-3	1397
Cc1ccc(N(C(=O)Cn2nnc3ccccc32)C(C(=O)NCc2ccccc2)c2ccccn2)cc1 (centres undefined)	1	nt	-5	109	-10	21	0.8	3	-2	3	1587
COc1cccc(N2CCN(C3CC(=O)N(c4ccc(C)c(Cl)c4)C3=O)CC2)c1 (centres undefined)	1.1	nt	2	107	-2	-3	1	7	-1	-4	1529
CN(C(=O)CCn1c(=S)oc2ccccc21)c1ccc(F)cc1	1.1	0.011	8	105	3	-14	1.1	12	3	8	1604
O=C(Cc1cccs1)N/N=C/C=C/c1ccccc1	0.9	nt	-2	109	-10	19	0.8	1	-20	1	1489
CCn1c(C)nc2cc(C(=O)N=Nc3c(O)[nH]c4c(C)cc(C)cc34)ccc21	1	nt	-4	99	2	-6	1.1	1	-4	-2	1456
CCc1ccc(NC(=O)Cn2nc(C(F)(F)F)c3c2CCC3)cc1	1	nt	2	90	16	-1	1	-1	-1	6	1441
Cc1ccc(NC(=O)/C=C/C(=O)O)c([N+](=O)[O-])c1	1	-0.092	6	91	13	2	1	2	0	4	1594
CCOC(=O)c1c(C)c(C(=O)NCc2ccco2)c(C)n1C	1	1.1	4	106	0	2	1	3	1	1	1573
CC1(C)OC(=O)C(=CNCCc2ccc(O)cc2)C(=O)O1	1	-0.02	12	102	-1	-13	1.1	8	-3	4	1725
Brc1cnc(N2CCCC2)nc1N1CCOCC1	1	-0.78	-1	103	-2	3	1	-3	-4	0	1393
CCCCN(CC)S(=O)(=O)c1ccc(C(=O)N=c2sc3cc(NC(C)=O)ccc3n2C)cc1	1	nt	-2	104	2	30	0.7	-5	-6	3	1485
COc1ccc(CN2CCN(C(=O)c3ccco3)CC2)cc1	1.1	0.48	1	100	3	8	0.9	3	-4	-11	1563
Cc1cc(=O)c(C(=O)O)cn1Nc1ccc(F)cc1	1	nt	-3	93	9	13	0.9	-9	-6	0	1366
Cc1onc(-c2c(Cl)cccc2Cl)c1C(=O)Nn1cnnc1	1.1	nt	2	86	23	5	1	10	10	7	1702
CO/N=C/C(C#N)=C/c1cc(C(=O)c2ccc(F)cc2)cn1C	1	1.5	-4	90	20	-4	1	-3	6	-3	1379
COc1ccc(C(C)(C)C)cc1NC(=O)CCCn1c(=O)oc2ccccc21	1	nt	-1	99	4	-59	1.6	1	11	-5	1382

Record cards, from the list above. Screens in order: TNAP act hi DEA | ROMK primary | PPARg SRC1 recr | STAT3 act | STAT3 blocker | bIAP inh | bIAP activator | PPARg SRC-2 ag | STAT1 blocker | PPARg SRC3 recr | SRC2 TRFRET art
Cc1cc(=O)c(C(=O)O)cn1Nc1ccc(F)cc1 as listed: 1 | nt | -3 | 93 | 9 | 13 | 0.9 | -9 | -6 | 0 | 1366
Cc1onc(-c2c(Cl)cccc2Cl)c1C(=O)Nn1cnnc1 as listed: 1.1 | nt | 2 | 86 | 23 | 5 | 1 | 10 | 10 | 7 | 1702
